Screens: PubChem, several laboratories
IDE cell inh = human IDE inhibitors in live cells, primary screen, fluorescence polarization, HEK cells, FAbetaB substrate | inhibition, % at 5.59 µM | FAbetaB cleavage | 320,000 tested, 0.41% active | AID 434962, 2010 | Insulin-degrading enzyme (Homo sapiens), P14735;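 active = percent inhibition above the average of all tested compounds plus 3 SD, set per screening campaign, cut at about 16% in these data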;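 also: IDE supplied by intact live HEK cells; FP after avidin binding of uncleaved biotin substrate so inhibition keeps polarization high; 0% = DMSO wells and 100% = 60 µM reference IDE inhibitor Ii1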
UBC9 SUMO inh = inhibitors of in vitro SUMOylation cascade, primary screen, biochemical, HTRF, uHTS. SUMO-conjugating enzyme UBC9 (Homo sapiens), P63279. HTRF SUMOylation assay, SAE1/SAE2 + UBC9. inhibition, % at 35 µM. 290,000 tested, 0.36% active. AID 2006, 2009; in the data active = inhibition above about 50%, passing the limit was not always enough; also: strong numbers were not always called active
IDE act = human IDE activators in live cells, primary screen, fluorescence polarization, HEK cells, FAbeta-B substrate. FAbeta-B cleavage; 0% vehicle, 100% cell-free pure enzyme wells. activation, % at 5.96 µM. 340,000 tested, 0.073% active;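 active = activation above the mean of all tested compounds plus 3 SD, set per screening campaign, cut at about 17% in these data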
VIM-2 inh = VIM-2 metallo-beta-lactamase inhibitors, primary screen, biochemical, epi-absorbance readout, Pseudomonas aeruginosa enzyme | purified VIM-2, nitrocefin hydrolysis, epi-absorbance fluorescence | inhibition, % at 5.6 µM | 290,000 tested, 0.89% active;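 active = inhibition above the mean of all tested compounds plus 3 SD, cutoff set per screening run, cut at about 7.5% in these data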;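 also: red hydrolysis product quenches plate fluorescence so inhibitors raise well fluorescence; 0% = enzyme with DMSO and 100% = DMSO without enzyme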
p-CIP stab down = p/CIP-EGFP fusion destabilizers, primary screen, fluorescence, F442A cells. 16 h. decrease of EGFP signal, % at 10 µM. 290,000 tested, 0.01% active. AID 1984, 2009;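 active = EGFP signal decrease of at least 30% at 10 µM or well 3 SD below plate mean, unless failing retest; inactive = the rest, including hits failing retest or dose response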; also: some compounds called inactive have numbers as strong as hits; many of its hits are not listed in these tables
Target sequence (Q05BA5 1-1403): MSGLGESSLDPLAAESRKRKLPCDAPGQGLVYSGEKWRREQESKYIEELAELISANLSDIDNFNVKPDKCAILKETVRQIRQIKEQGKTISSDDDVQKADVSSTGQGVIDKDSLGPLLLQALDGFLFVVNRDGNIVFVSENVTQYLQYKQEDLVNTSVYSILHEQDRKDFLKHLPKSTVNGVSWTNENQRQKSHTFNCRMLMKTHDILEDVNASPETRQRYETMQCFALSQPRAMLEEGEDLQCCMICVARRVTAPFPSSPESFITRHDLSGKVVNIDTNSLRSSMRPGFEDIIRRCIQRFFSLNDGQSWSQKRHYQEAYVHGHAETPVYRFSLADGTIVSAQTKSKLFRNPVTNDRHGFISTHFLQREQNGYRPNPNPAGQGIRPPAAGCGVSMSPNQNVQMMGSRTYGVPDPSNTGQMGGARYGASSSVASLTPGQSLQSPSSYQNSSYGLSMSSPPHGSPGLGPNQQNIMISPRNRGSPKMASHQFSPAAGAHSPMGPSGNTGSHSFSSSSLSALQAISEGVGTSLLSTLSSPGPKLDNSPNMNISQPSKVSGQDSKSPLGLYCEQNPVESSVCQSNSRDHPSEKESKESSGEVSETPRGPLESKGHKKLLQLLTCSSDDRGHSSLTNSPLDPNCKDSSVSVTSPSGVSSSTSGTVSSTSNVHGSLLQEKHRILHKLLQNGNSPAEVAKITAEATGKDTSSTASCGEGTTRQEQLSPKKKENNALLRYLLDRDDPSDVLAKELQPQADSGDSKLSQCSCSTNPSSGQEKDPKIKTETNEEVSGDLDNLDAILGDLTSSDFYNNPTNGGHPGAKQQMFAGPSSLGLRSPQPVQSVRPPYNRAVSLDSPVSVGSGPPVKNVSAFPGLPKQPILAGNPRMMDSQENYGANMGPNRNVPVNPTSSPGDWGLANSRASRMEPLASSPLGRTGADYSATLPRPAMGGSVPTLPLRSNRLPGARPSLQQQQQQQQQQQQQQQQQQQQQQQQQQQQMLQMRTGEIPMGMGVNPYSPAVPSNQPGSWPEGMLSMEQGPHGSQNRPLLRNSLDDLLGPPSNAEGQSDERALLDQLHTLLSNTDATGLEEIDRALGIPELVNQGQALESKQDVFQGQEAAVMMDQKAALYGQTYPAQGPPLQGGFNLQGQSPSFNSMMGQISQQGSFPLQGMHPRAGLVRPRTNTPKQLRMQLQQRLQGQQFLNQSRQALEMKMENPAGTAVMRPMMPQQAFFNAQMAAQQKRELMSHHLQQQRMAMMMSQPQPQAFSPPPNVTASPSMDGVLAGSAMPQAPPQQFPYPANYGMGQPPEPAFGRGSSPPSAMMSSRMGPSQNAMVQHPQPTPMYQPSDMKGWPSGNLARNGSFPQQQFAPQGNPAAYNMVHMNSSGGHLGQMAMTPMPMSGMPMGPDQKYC
GalR3 antag = GalR3 antagonists in HEK293 cells, primary screen, cell-based, fluorescence readout; Galanin receptor type 3 (Homo sapiens), O60755; 360,000 tested, 0.44% active; HEK293 GalR3-CNG cAMP membrane potential fluorescence; galR3 body fused to GalR1 C-terminus; inhibition, % at 3 µM;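 active = inhibition above the screen-wide average plus 3 SD, cut at about 13% in these data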;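 also: forskolin and galanin both at EC90 stimulate the cells; cAMP rise reported by CNG channel membrane potential dye signal; 0% = forskolin plus galanin with DMSO and 100% = forskolin alone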
HCV NS3 hel inh = inhibitors of HCV NS3 helicase, primary screen, biochemical, Cy5 molecular beacon fluorescence. Hepatitis C virus NS3 helicase. NS3 helicase DNA unwinding. inhibition, % at 10.9 µM. 290,000 tested, 0.56% active;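 active = inhibition above the mean of all tested compounds plus 3 SD, set per campaign, cut at about 35% in these data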;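 also: 0% = DMSO wells and 100% = thioflavine S control wells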
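System: Hepatitis C virus NS3 helicase domain fragment enzyme | Reagent: Annealed dual-labelled DNA beacon duplex, ATP-started | Compound dosing: 10.9 µM single point, 0.8% DMSO | Incubation: 1 h reaction at 25 °C, ATP-initiated | Technique: Cy5 fluorescence | Evaluation: Percent inhibition from t60/t0 fluorescence ratio | Benchmarks: Low DMSO, high thioflavine S at 110 µM | Replication: Singlicate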
CRFBP-R2 block = antagonists of CRF-BP/CRF-R2 complex, primary screen, cell-based, HEK293, calcium dye fluorescence, uHTS; AID 588475, 2011; inhibition, % at 11.8 µM; 350,000 tested, 0.59% active; CRF-induced calcium fluorescence;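 active = inhibition of the ligand-induced calcium signal above about 50% at the single tested concentration, limit read from the data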
IMP-1 inh = IMP-1 metallo-beta-lactamase inhibitors, primary screen, biochemical, epi-absorbance readout, Pseudomonas aeruginosa enzyme. purified IMP-1, nitrocefin hydrolysis, epi-absorbance fluorescence. 290,000 tested, 0.45% active. metallo-beta-lactamase IMP-1 (Pseudomonas aeruginosa). inhibition, % at 5.6 µM;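 active = inhibition above the mean plus 3 SD of all compounds in the same screening run, cut at about 4.5% in these data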;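 also: 0% = IMP-1 with DMSO and 100% = DMSO wells lacking enzyme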
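Test system: recombinant IMP-1 enzyme, purified / Medium: HEPES buffer pH 7.1 with ZnSO4 and Brij 35 / Doses: single dose, 5.6 µM / Times: 25 °C, 15 min preincubation, 25 min reaction / Detection: Epi-absorbance via hydrolysed-nitrocefin quenching of white-plate fluorescence, 480/530 nm, EDTA stop / Evaluation: percent inhibition from optical density relative to buffer-blank wells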
* hit, by the source's call; · = no result given.

The opening 6 entries, ahead of the listing:
SMILES	IDE cell inh	UBC9 SUMO inh	IDE act	VIM-2 inh	p-CIP stab down	GalR3 antag	HCV NS3 hel inh	CRFBP-R2 block	IMP-1 inh
Cc1ccc(C2=NN(C(=O)C3CCCO3)C(c3ccco3)C2)cc1 (stereo not drawn)	-3	2	3	14*	11	-3	8	13	-1.6
Cc1ccccc1NC(=O)c1sc(NC(=O)COc2ccccc2)c(C#N)c1C	-1	7	1	-1.8	10	-3	0	41	-3.8
CCc1nc2ccc(C(=O)N3CCN(c4ccccc4)CC3)cc2nc1CC	4	9	2	-3.9	-3	-2	-10	5	-0.8
Cc1cccc(C)c1NC(=O)CN(C)C(=O)CN1C(=O)NC(C)(C)C1=O	2	·	8	·	·	-5	·	14	·
CCCCOc1c(Br)cc(/C=C2\N=C(C)OC2=O)cc1OCC	1	-10	5	-5.2	-8	-7	27	-13	-2.4
CN1CCc2c(sc3c2C(=O)NC(c2ccccn2)N3)C1 (stereo not drawn)	3	2	-1	-1.2	-8	-1	8	-6	-2.6

Main list, repeating the preview:
SMILES	IDE cell inh	UBC9 SUMO inh	IDE act	VIM-2 inh	p-CIP stab down	GalR3 antag	HCV NS3 hel inh	CRFBP-R2 block	IMP-1 inh
Cc1ccc(C2=NN(C(=O)C3CCCO3)C(c3ccco3)C2)cc1 (stereo not drawn)	-3	2	3	14*	11	-3	8	13	-1.6
Cc1ccccc1NC(=O)c1sc(NC(=O)COc2ccccc2)c(C#N)c1C	-1	7	1	-1.8	10	-3	0	41	-3.8
CCc1nc2ccc(C(=O)N3CCN(c4ccccc4)CC3)cc2nc1CC	4	9	2	-3.9	-3	-2	-10	5	-0.8
Cc1cccc(C)c1NC(=O)CN(C)C(=O)CN1C(=O)NC(C)(C)C1=O	2	·	8	·	·	-5	·	14	·
CCCCOc1c(Br)cc(/C=C2\N=C(C)OC2=O)cc1OCC	1	-10	5	-5.2	-8	-7	27	-13	-2.4
CN1CCc2c(sc3c2C(=O)NC(c2ccccn2)N3)C1 (stereo not drawn)	3	2	-1	-1.2	-8	-1	8	-6	-2.6
CN1C(=S)SC(/[N+]([O-])=C/c2c(F)cccc2Cl)C1(C)C (stereo not drawn)	3	15	·	3.3	-10	-6	10	6	-1.1
O=C(CSc1ncccn1)N/N=C/c1cccc(OC2CSC2)c1	6	2	-3	-1.9	-8	-6	1	16	-4.3
CCCCCCC(=O)N/N=C/Cc1ccccc1	2	-8	1	0.5	-10	-3	-4	12	-2.8
Cc1ccc(NC(=O)C2CCN(C(=O)c3ccco3)CC2)cc1	0	59	2	-4.1	-2	-6	-1	7	-2.7
Cc1cc(C)n(CC(=O)N2CCCC(N3CCN(c4ccccc4C)CC3)C2)n1 (stereo not drawn)	4	-1	0	0.5	7	1	-4	-17	-0.2
O=C(NCCO)C(=O)Nc1cc2c3c(c1)CC(=O)N3CCC2	4	·	6	-2.0	-14	-8	14	0	-2.8
O=C1N(Cc2ccccc2)c2ccccc2C12OCCO2	10	7	-2	-2.1	-14	-10	-7	-6	-3.9
COC(=O)C1=C(SC)N(c2ccccc2)C(c2ccccc2)CC1=O (stereo not drawn)	0	-4	6	-4.4	-3	-4	20	-9	-4.1
CC1CCCN(Cc2c(O)ccc3c4c(c(=O)oc23)CCCC4)C1 (stereo not drawn)	4	39	-2	4.5	-3	-5	13	4	-2.5
CCOC(=O)/C=c1\s/c(=C\c2ccc(C(F)(F)F)cc2)c(=O)n1CC(=O)NCc1ccco1	2	34	-5	0.8	2	-5	21	-4	0.8
Brc1cccc(/C=N/Nc2nc(N3CCCCC3)nc(N3CCCCC3)n2)c1	-4	2	·	-0.9	-6	·	9	·	-0.8
Cc1cc(=O)[nH]c(-c2cccnc2)n1	0	-4	5	-1.2	13	-2	12	3	-1.1
CC1CC1C(=O)OCC(=O)Nc1ccc(S(=O)(=O)N2CCOCC2)cc1 (stereo not drawn)	5	·	0	·	·	-7	·	-7	·
COc1ccc(CNC(=O)Cn2nc(-c3ccc4c(c3)OCCO4)ccc2=O)cc1	-2	22	11	0.6	-5	-3	-3	-31	-1.9

Some of the entries above in another layout.
Structure | IDE cell inh | UBC9 SUMO inh | IDE act | VIM-2 inh | p-CIP stab down | GalR3 antag | HCV NS3 hel inh | CRFBP-R2 block | IMP-1 inh
Cc1ccccc1NC(=O)c1sc(NC(=O)COc2ccccc2)c(C#N)c1C | -1 | 7 | 1 | -1.8 | 10 | -3 | 0 | 41 | -3.8
CCc1nc2ccc(C(=O)N3CCN(c4ccccc4)CC3)cc2nc1CC | 4 | 9 | 2 | -3.9 | -3 | -2 | -10 | 5 | -0.8

Other compounds follow:
SMILES	IDE cell inh	UBC9 SUMO inh	IDE act	VIM-2 inh	p-CIP stab down	GalR3 antag	HCV NS3 hel inh	CRFBP-R2 block	IMP-1 inh
COc1cc(OC)cc(C(=O)NC(C(=O)NNC(=O)c2cc(Cl)ccc2OC)C(C)C)c1 (stereo not drawn)	1	·	5	·	·	-6	·	10	·
CCC1(c2ccccc2)NC(=O)N(CC(=O)Nc2ccc(S(=O)(=O)Nc3ncccn3)cc2)C1=O (stereo not drawn)	-1	·	-1	·	·	-2	·	2	·
O=C(C1=C(O)C(=O)N(c2ncccn2)C1c1cccs1)c1ccco1 (stereo not drawn)	-1	4	1	1.3	-16	4	21	-24	-2.0
Cc1ccc(NC(=O)NN2CCOCC2)cc1	5	1	4	-0.2	-3	-8	0	5	-2.0
CN(C)S(=O)(=O)c1ccc(C(=O)OCC(=O)Nc2cccnc2Cl)cc1	0	20	3	-1.5	13	-5	8	11	-2.2
COc1ccc(-n2c(COc3cccc4ccccc34)nnc2SCC#N)cc1	0	-38	0	-3.9	7	-2	14	-1	-3.0
O=C(O)c1ccccc1NC(=O)N1CCOCC1	1	27	-9	-2.8	14	-10	13	0	-3.5
COc1ccc(OC)c(N(CC(=O)N2CCN(Cc3ccccc3)CC2)S(C)(=O)=O)c1	2	2	4	-3.0	-12	-8	5	-10	-2.6
O=C(/C=C\N1CCOCC1)c1ccc(Br)cc1	-1	14	-1	-1.5	-14	-2	23	-10	-1.1
Cc1ccc(-c2cnn(-c3cccc([N+](=O)[O-])c3)c2N)cc1	9	8	3	-9.5	-1	-2	0	16	-2.4
O=C1C(Cl)=C(Nc2ccc(F)cc2)C(=O)N1CCc1ccccc1	7	8	0	-3.2	4	-7	-10	10	-2.6
CCOc1ccc(OCCOC(=O)CN(C)S(=O)(=O)c2ccc(NC(C)=O)cc2)cc1	1	·	3	·	·	-6	·	4	·
Cc1ccc(/C(O)=C2/C(=O)C(=O)OC2c2ccc(Cl)cc2)cc1 (stereo not drawn)	2	-3	2	1.9	-4	-2	25	-3	0.2
N#CCOc1ccc2oc(-c3ccco3)cc(=O)c2c1	-1	52*	·	-1.4	-1	·	2	·	-3.2
COC(F)(C(=O)Nc1ccc2c(c1)C(=O)NC2=O)C(F)(F)F (stereo not drawn)	-1	39	4	-0.8	-12	-2	-4	11	-0.9
C/C(=N\NC(=O)CN(c1ccccc1Br)S(C)(=O)=O)c1cccs1	2	-5	7	-5.3	-11	-4	-1	-5	-3.1
CC(C)CCNC(=O)CN(C(=O)CCC(=O)Nc1ccccn1)c1ccc2c(c1)OCCO2	5	-12	5	-2.1	-42	-3	-2	2	-0.4
O=C(NS(=O)(=O)Oc1ccc(F)c(Cl)c1)OC[C@@H]1CCCN2CCCCC12 (stereo partly drawn)	3	11	3	-0.6	5	-4	-4	0	-0.8
O=C(COC(=O)C12CC3CC(CC(Br)(C3)C1)C2)NNC(=O)c1ccccc1	-2	·	-1	·	·	-3	·	-1	·
COCCn1c(SCC(=O)Nc2ccc(F)cc2)nc2ccccc2c1=O	3	2	1	-1.9	-21	-12	4	3	-1.5

VIM-2 inh, what is marked active above.
SMILES	IDE cell inh	UBC9 SUMO inh	IDE act	VIM-2 inh	p-CIP stab down	GalR3 antag	HCV NS3 hel inh	CRFBP-R2 block	IMP-1 inh
Cc1ccc(C2=NN(C(=O)C3CCCO3)C(c3ccco3)C2)cc1 (stereo not drawn)	-3	2	3	14*	11	-3	8	13	-1.6

Further structures
SMILES	IDE cell inh	UBC9 SUMO inh	IDE act	VIM-2 inh	p-CIP stab down	GalR3 antag	HCV NS3 hel inh	CRFBP-R2 block	IMP-1 inh
O=C(C[C@@H]1C/C=C\C[C@H](Cc2ccc(F)cc2)C(=O)OC[C@@H](c2ccccc2)NC1=O)NCCO	-3	·	7	·	·	-5	·	-5	·
CN(C)S(=O)(=O)N1CCC(Oc2cccc(C(=O)N3CCSCC3)c2)CC1	3	-3	-6	-6.4	-16	-1	-3	2	-4.3
N#C/C(=C\c1c(Oc2ccccc2F)nc2ccccn2c1=O)C(=O)NC1CCS(=O)(=O)C1 (stereo not drawn)	4	23	3	-5.5	2	-5	5	-4	-1.7
Cc1cccc(N(CC(=O)N2CCN(c3ccccc3F)CC2)S(C)(=O)=O)c1	-1	4	-2	-1.6	-18	-5	-11	11	0.5
COCCn1c(N)c(Sc2ccc(C)cc2)c(=O)[nH]c1=O	1	16	3	-2.6	-4	-8	-8	-22	-2.5
CC1=Nc2ccc(Br)cc2C(c2ccccc2)N1CC(=O)NN (stereo not drawn)	6	14	5	-1.7	-2	-2	-42	-3	-1.5
C/C(=N\NC(=O)c1ccc(Cl)cc1)c1cccs1	·	7	2	-7.2	-23	5	1	-2	-5.0
O=C(C1=C[C@H](c2ccccc2)C[C@H](OCc2ccc(CO)cc2)O1)N1CCN(Cc2ccccc2)CC1	1	5	-5	-0.4	-15	-5	-20	16	-2.2
CC(=O)c1ccc(NC(=O)c2ccccc2Sc2ncnc3sc(C)c(C)c23)cc1	-2	-11	4	-2.7	8	-7	0	39	-4.0
COc1ccc(C(=O)NC(=S)Nc2cccnc2)cc1[N+](=O)[O-]	3	-1	2	-1.7	-8	-3	-11	-5	-2.7
CC(C)C(C(=O)NCC1CCCO1)N(C(=O)CNS(=O)(=O)c1ccc(F)cc1)c1ccccc1 (stereo not drawn)	8	-10	2	-6.2	-5	-5	-15	8	-5.9
COc1ccccc1Nc1nc(C)cc(=O)[nH]1	4	20	-1	-2.4	-9	4	10	18	-2.3
O=C(c1ccc(Cl)c([N+](=O)[O-])c1)N(Cc1cccc(Cl)c1)C1CCS(=O)(=O)C1 (stereo not drawn)	-5	-6	1	-1.3	-12	-5	1	-28	-1.5
CCN(CC)CCn1c(NCc2ccccn2)nc2ccccc21	10	8	-8	-3.1	-10	-4	2	-28	-4.7
CC(=O)Nc1ccc(N2C(=O)CSC2c2c(F)cccc2Cl)cc1 (stereo not drawn)	7	5	-1	-3.2	-8	5	2	-26	-1.0
